Compound activity as filed in PubChem BioAssay.
MEX-5 binding: MEX-5 zinc finger RNA-binding disruptors – biochemical, C. elegans, fluorescence polarization, MLPCN library, primary screen. Zinc finger protein mex-5 (Caenorhabditis elegans), Q9XUB2. MEX-5/FITC-TCR2 RNA binding; hits give low values. activity score (negative = inhibition of binding), % at 10 µM. 300,000 compounds, 0.38% hits. AID 1832, 2009;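 active means inhibition past about -25% in most replicates, and total fluorescence under double the plate's negative control median, limit read from the data; inconclusive means replicates evenly split on the limit, or fluorescence at least double controls; inactive means too little inhibition in most replicates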;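 further: 0% = DMSO and -100% = 5 µM competing unlabeled TCR2 RNA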
GLD-1 TGE inh: GLD-1/TGE RNA complex disruptors, primary screen, biochemical, fluorescence polarization | Female germline-specific tumor suppressor gld-1 (Caenorhabditis elegans), Q17339 | purified GLD-1 + fluorescein TGE RNA | inhibition, % at 5.96 µM | 320,000 compounds, 0.44% hits | AID 2280, 2010;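 active means percent inhibition above a per-plate cutoff, the plate mean of test compounds plus 3 SD, cut at about 30% in these data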;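 further: 0% = DMSO wells with GLD-1 and probe and 100% = wells lacking GLD-1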
MCL1-BIM inh: inhibitors of MCL1 binding to BIM-BH3, primary screen, biochemical, fluorescence polarization. Induced myeloid leukemia cell differentiation protein Mcl-1 (Homo sapiens), Q07820. GST-MCL1 / FITC-Bim-BH3 fluorescence polarization. inhibition, % at 10.9 µM. 320,000 compounds, 0.68% hits;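 active means inhibition above the mean inhibition of all tested compounds plus 3 SD, set per campaign, cut at about 40% in these data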;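 further: 0% = DMSO wells and 100% = unlabeled Bim-BH3 peptide control; higher means more loss of mP so more displacement of Bim peptide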
CIT2 TOR yeast: modulators of CIT2-GFP expression in yeast, primary screen, S. cerevisiae, GFP fusion, multiplex flow cytometry, MLPCN library; 320,000 compounds, 0.065% hits; GFP response vs DMSO, % at 10 µM; S. cerevisiae CIT2-GFP strain, 3 h; 100 means same as DMSO wells;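 active means GFP response relative to DMSO above a set limit, near the screen mean plus 3 SD, cut at about 150% in these data; inconclusive means Fewer than 70 cells measured for a yeast strain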;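 further: ratio of well median GFP fluorescence to mean of DMSO wells on the plate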
GRK2 aptamer HTS: compounds blocking aptamer binding on GRK2 – biochemical, human GRK2, bead flow cytometry, HTS, primary screen; Beta-adrenergic receptor kinase 1 (Homo sapiens), P25098; FAM-aptamer displacement from GRK2; inhibition of aptamer binding, % at 10 µM; 330,000 compounds, 0.59% hits;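 active means inhibition of aptamer binding above 40%, roughly 3 SD of noise, on plates passing a quality check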;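 further: median bead fluorescence of bound FAM aptamer so fluorescent compounds give negative values; no value below 0 was filed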
AGP1 TOR yeast: modulators of AGP1-GFP expression in yeast TOR pathway, primary screen, cell-based, multiplex flow cytometry, S. cerevisiae, MLPCN library | 3 h; GFP as percent of DMSO wells | 320,000 compounds, 0.02% hits | GFP response vs DMSO, % at 10 µM | AID 2066, 2009;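 active means GFP response relative to DMSO above a set limit, near screen average plus 3 SD, cut at about 150% in these data; inconclusive means fewer than 70 cells counted for the yeast strain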;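 further: median GFP channel fluorescence of the gated AGP1 strain per well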
BCLXL inh: inhibitors of human Bcl-xL, primary screen, biochemical, fluorescence polarization, HTS. GST-Bcl-xL / FITC-Bim BH3 peptide fluorescence polarization. inhibition, % at 10.9 µM. 320,000 compounds, 0.7% hits. Bcl-2-like protein 1 (Homo sapiens), Q07817;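 active means inhibition above the mean of all tested compounds plus 3 SD, cutoff set per campaign, cut at about 30% in these data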;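 further: 0% = DMSO wells and 100% = unlabeled Bim-BH3 peptide competitor; inhibitors lower millipolarization by displacing the labeled peptide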
VLA-4 inh: inhibition in human VLA-4 binding assay, primary screen, VLA-4 allosteric modulator project, MLPCN library, flow cytometry, VLA-4 expressing cells; Integrin alpha-4 (Homo sapiens), P13612; 330,000 compounds, 0.2% hits; ligand binding flow cytometry; AID 2557, 2010; inhibition, % (about 7 µM as worked out from the volumes in the protocol); in the data active means inhibition above about 50%
Target sequence (P13612 whole entry, looked up): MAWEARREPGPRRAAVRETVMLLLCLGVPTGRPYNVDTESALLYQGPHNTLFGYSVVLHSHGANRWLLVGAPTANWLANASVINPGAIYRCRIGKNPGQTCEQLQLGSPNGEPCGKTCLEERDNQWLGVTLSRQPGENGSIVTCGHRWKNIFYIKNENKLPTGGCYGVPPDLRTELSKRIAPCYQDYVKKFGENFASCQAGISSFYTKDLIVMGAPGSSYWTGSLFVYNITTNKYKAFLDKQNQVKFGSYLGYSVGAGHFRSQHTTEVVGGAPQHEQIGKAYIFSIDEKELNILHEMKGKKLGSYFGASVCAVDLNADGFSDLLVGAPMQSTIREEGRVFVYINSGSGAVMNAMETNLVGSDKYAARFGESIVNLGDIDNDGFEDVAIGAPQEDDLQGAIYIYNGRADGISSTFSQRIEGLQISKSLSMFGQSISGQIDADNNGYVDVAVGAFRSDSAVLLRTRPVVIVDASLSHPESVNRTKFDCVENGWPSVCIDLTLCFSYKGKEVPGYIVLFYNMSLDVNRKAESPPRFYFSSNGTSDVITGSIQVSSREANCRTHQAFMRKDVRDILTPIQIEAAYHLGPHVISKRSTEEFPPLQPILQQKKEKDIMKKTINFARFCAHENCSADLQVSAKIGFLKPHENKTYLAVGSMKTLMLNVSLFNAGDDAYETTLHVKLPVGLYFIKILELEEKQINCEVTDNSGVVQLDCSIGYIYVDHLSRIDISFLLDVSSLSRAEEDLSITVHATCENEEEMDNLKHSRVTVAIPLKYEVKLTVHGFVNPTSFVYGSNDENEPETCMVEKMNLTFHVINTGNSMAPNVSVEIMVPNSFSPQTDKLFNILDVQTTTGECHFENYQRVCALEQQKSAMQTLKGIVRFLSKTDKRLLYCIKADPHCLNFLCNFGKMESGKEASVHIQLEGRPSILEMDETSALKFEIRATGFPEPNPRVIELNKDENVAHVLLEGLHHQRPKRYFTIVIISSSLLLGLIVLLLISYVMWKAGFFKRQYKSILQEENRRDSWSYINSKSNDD
Yeast superoxide: reduction of superoxide in aged yeast, primary screen, HTS; AID 2690, 2010; S. cerevisiae aged cells, superoxide DHE fluorescence; hits give low values; superoxide response (% of plate mean), % at 10 µM; 330,000 compounds, 0.18% hits;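 active means superoxide response under a set limit, about three screen SD below normal, cut at about 65% in these data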;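 further: yeast aged for seven days with compound at 30 °C before DHE staining; 100% = average MFI of all compound-treated wells on the plate with controls excluded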
Numbers without * were called inactive; ? = inconclusive; . = not tested or not shown.

SMILES	MEX-5 binding	GLD-1 TGE inh	MCL1-BIM inh	CIT2 TOR yeast	GRK2 aptamer HTS	AGP1 TOR yeast	BCLXL inh	VLA-4 inh	Yeast superoxide
COc1ccccc1C1SCCN1S(=O)(=O)c1cccc(C(F)(F)F)c1 (stereo not given)	2.5	1	5	.	3	90	3	10	98
Cc1cc(C)nc(SCC(=O)Nc2ccc(S(=O)(=O)NC(C)(C)C)cc2)n1	0.6	0	-5	99	0	93	-1	-5	105
O=C(NC1CCCCC1)c1cc(-n2cnnc2)ccc1Cl	1.5	-1	-4	93	1	92	2	6	98
O=S(=O)(NCc1cccnc1)c1ccc(Cl)nc1	-0.5	3	3	105	0	103	1	4	106
COc1cc(Nc2ncnc(N)n2)cc(OC)c1OC	-1.0	5	2	93	2	102	-5	5	102
O=C(Nc1c(C(=O)N2CCCCC2)cnn1-c1ccccc1)c1ccco1	-0.2	0	2	99	0	106	1	-7	91
CC(Sc1nnnn1-c1ccccc1)C(=O)NC1CCCC1 (stereo not given)	.	2	-2	104	3	98	0	6	95
COc1ccc(N(CCCN2C(=O)c3cccc4cccc(c34)C2=O)C(=O)c2cccs2)cc1	0.3	4	8	97	3	101	4	2	96
O=C(NCCc1ccccc1)C(=O)c1c[nH]c2ccccc12	-2.4	-5	8	99	2	98	4	-6	102
Cc1ccc(N(C)S(=O)(=O)c2ccc(C)cc2)cc1	-1.0	2	5	89	2	91	6	-4	87
CCN(C(=O)c1cn(C)c(=O)c2ccccc12)c1ccccc1F	-3.2	2	2	102	40	106	4	3	108
Cc1cccc(Cn2c(NCC(C)O)nc3c2c(=O)n(C)c(=O)n3C)c1 (stereo not given)	0.5	-1	-3	98	0	.	0	-7	92
Cc1cc(-c2ccccc2)n2ncc(-c3ccccc3)c2n1	-1.1	-2	11	90	0	93	2	-7	92
CCN(C(=O)CSc1nc2scc(-c3ccccc3)c2c(=O)n1C)C1CCS(=O)(=O)C1 (stereo not given)	.	7	.	100	0	96	.	3	113
CCc1cc2c(=O)c(-c3nc4ccccc4n3C)c(COCC(=O)O)oc2cc1OC(=O)C(C)(C)C	1.3	5	7	107	7	97	8	-2	108

One compound at a time, as listed above. Values in the order: MEX-5 binding, GLD-1 TGE inh, MCL1-BIM inh, CIT2 TOR yeast, GRK2 aptamer HTS, AGP1 TOR yeast, BCLXL inh, VLA-4 inh, Yeast superoxide
CCN(C(=O)c1cn(C)c(=O)c2ccccc12)c1ccccc1F is entered as -3.2, 2, 2, 102, 40, 106, 4, 3, 108
COc1ccccc1C1SCCN1S(=O)(=O)c1cccc(C(F)(F)F)c1 (stereo not given) is entered as 2.5, 1, 5, ., 3, 90, 3, 10, 98
Cc1cc(-c2ccccc2)n2ncc(-c3ccccc3)c2n1 is entered as -1.1, -2, 11, 90, 0, 93, 2, -7, 92

Further entries follow:
SMILES	MEX-5 binding	GLD-1 TGE inh	MCL1-BIM inh	CIT2 TOR yeast	GRK2 aptamer HTS	AGP1 TOR yeast	BCLXL inh	VLA-4 inh	Yeast superoxide
Cc1ccc(C)c(-c2cc(C(=O)NNC(=S)NCC(C)C)c3ccccc3n2)c1	-0.6	-1	4	95	3	96	13	-10	67
Cc1ccc(S(=O)(=O)n2cc(-c3ccccc3)c(N)n2)cc1	.	11	1	97	1	94	-2	12	129
CC(C)[C@H](N)c1cn([C@@H](CC(N)=O)C(=O)N2CCNCC2)nn1	.	-11	0	93	2	88	-1	19	113
Cc1c(NC(=O)C(C#N)=C2CCCCC2)c(=O)n(-c2ccccc2)n1C	-4.8	-3	-13	101	3	104	-1	13	96
CCOc1ccc(C(=O)NCC(=O)NNC(=O)c2ccco2)cc1OCC	.	-3	.	105	5	110	.	14	90
COc1cccc(-n2c(SCC(=O)N3CCCCC3)nc3c([nH]c4ccccc43)c2=O)c1	0.8	9	0	103	.	109	1	11	104
COc1ccccc1CNC(=O)CCS(=O)(=O)c1ccc(Cl)cc1	-1.3	-4	-2	92	2	107	-2	0	126
COc1ccc(OC)c(S(=O)(=O)NC2CCN(Cc3ccccc3)CC2)c1	?	3	11	98	0	100	12	12	102
O=C(CSc1nnc(-c2cccs2)n1-c1ccccc1)c1ccc2c(c1)OCCO2	0.0	1	-5	99	0	104	-7	-1	108
c1ccc(OCc2nc(-c3cccs3)no2)cc1	0.7	3	6	90	3	92	3	-2	107
CCC1Oc2ccc(C)cc2N(CC(=O)NCCCN2CCCCC2CC)C1=O (stereo not given)	1.2	11	1	96	0	99	6	-4	114
COc1cc(C(=O)NCc2ccccc2)cc(Br)c1OC	0.3	1	-4	95	1	98	6	12	109
CC1CCC2(CC1)OCC1(CCC3(COC4(CCC(C)CC4)OC3)C1=O)CO2 (stereo not given)	-0.7	-1	5	100	5	100	0	-5	111
COc1cc(OC)c(-n2c(C)cc(C=O)c2C)cc1Cl	1.5	-2	3	107	0	103	3	4	93
C/C(=N/NC(=O)CNC(=O)c1ccncc1)c1ccco1	1.5	3	1	105	0	107	0	5	103
CCC1=C(OC(=O)N(CC)CC)N2C(=O)OC(=NCc3ccccc3)[C@]2(C)[C@H]2C1=CC[C@H]1C(=O)N(CC(=O)OC)C(=O)[C@H]12	1.0	5	7	96	0	93	6	14	104
COC(=O)c1c(C(=O)OC)c2n(c1C)Cc1ccccc1C2	?	13	15	103	1	94	12	-14	79
CCN1CSC(=S)N(Cc2ccc(OC)cc2)C1	2.7	4	9	71	0	105	12	2	106
CCOC(=O)c1sc2ccccc2c1NC(=O)c1coc2ccccc2c1=O	0.1	2	-4	96	3	91	-3	9	105
CC(C)[N+]1=C2C=CC=CC=C2SC12C([N+](=O)[O-])=CC(=[N+]([O-])[O-])C=C2[N+](=O)[O-] (stereo not given)	-2.2	4	14	.	2	.	5	12	92
CC12CCC(=O)N1C(C(=O)Nc1ccc(F)cc1)CS2 (stereo not given)	-1.2	6	9	105	0	104	5	-7	89
Cc1c(C)n(C)c2ccc(C(=O)N3CCN(c4ccccn4)CC3)cc12	-0.7	2	2	97	2	99	2	-2	85
O=C(NN=C1CCCC1)c1cc(O)cc(O)c1	-9.1	1	36	101	6	95	19	20	100
O=C(COc1ccc(Br)cc1)N1CCC(c2ccccc2)C1 (stereo not given)	0.8	-7	14	79	0	89	14	7	123
COc1ccc(NS(=O)(=O)c2ccc(N3CCOCC3)c(NC(=O)c3ccc(OC)cc3)c2)cc1	0.0	3	4	100	0	102	5	11	104
CCN(CC)CCn1c(NCc2cccc(OC)c2)nc2ccccc21	3.0	-1	9	90	1	92	6	10	97
O=C(NNC(=O)C1[C@H]2CCCC[C@@H]12)c1ccc(=O)oc1 (stereo not given in full)	-5.5	23	18	103	0	106	13	2	94
O=C(CCNC(=O)c1ccc(Br)o1)NCc1ccc(Cl)cc1	0.0	2	4	115	0	103	5	5	94
O=C(COc1ccccc1)Nc1nc2c(s1)CCCC2	-2.4	5	0	89	1	99	5	-2	95
CCOc1ccccc1NC(=O)c1nc(S(=O)(=O)Cc2cccc(C)c2)ncc1Cl	-0.6	5	14	105	0	93	5	6	76
CCN1CCN(C(=S)Nc2ccc(Cl)cc2Cl)CC1	1.5	1	-5	92	1	100	2	10	105
O=C(CSc1nnc(-c2ccco2)n1-c1ccccc1Cl)Nc1cccc(C(=O)O)c1	2.3	0	-14	109	1	101	0	35	110
O=C(NP(=O)(N1CCCC1)N1CCCC1)C1=C(N2CCOCC2)/C(=C/c2cccc([N+](=O)[O-])c2)CC1	0.8	-5	13	99	2	99	4	-1	105
CC(C)Cn1c(N)c(C(=O)CSc2ccccc2)c(=O)n(C)c1=O	0.8	2	0	95	47*	94	8	2	110
COc1ccc(OC)c(/C=C/C(=O)Oc2ccc(C(C)=O)cc2)c1	-0.3	4	0	89	0	88	0	37	96
COc1cc2c(cc1OC)C(C(=O)NC1CC1)C1c3ccccc3CCN1C2=O (stereo not given)	5.6	2	9	98	0	92	4	19	95
O=C(NC1CCC(O)CC1)C1CCN(S(=O)(=O)c2c(Cl)cccc2Cl)CC1 (stereo not given)	.	-2	-1	105	0	99	3	5	87
O=C(CNC(=O)c1cccs1)OCc1ccc(Cl)cc1	1.8	-2	7	105	0	99	4	5	96
Cc1ccccc1NC(=O)CC1c2ccccc2CC(C)(C)N1C (stereo not given)	0.2	1	-8	113	1	97	-1	6	112
CCCNC(=O)COC(=O)c1[nH]c(C)c(C(=O)OCC)c1C	0.0	3	5	86	3	106	4	1	105
COc1ccc(CNC(=O)c2ccc(N3CCCC3=O)cc2)cc1	-0.4	-2	5	106	2	90	4	10	97
O=C(CCN1C(=O)/C(=C/c2ccccc2F)SC1=S)N[C@@H](CO)Cc1ccccc1	-1.7	5	4	90	0	97	5	-5	99
COc1ccc(NC(=S)NCCc2c(C)[nH]c3ccc(OC)cc23)cc1	-1.7	-5	8	87	0	92	5	6	87
COCCNC(=O)c1cccc(OC2CCN(Cc3ccc(Cl)c(F)c3)CC2)c1	-1.6	10	-4	105	4	102	1	8	99
CC(C)COC(=O)c1cc(-c2ccc(/C=N/n3cnnc3)o2)ccc1Cl	-3.4	2	3	105	0	107	2	0	107
CCn1cc(C(=O)NCCCN2CCC(C)CC2)c(=O)c2cc(S(=O)(=O)N(C)C3CCCCC3)ccc21	1.2	-6	1	104	0	109	5	3	91
CCOC(=O)c1cccc(NS(=O)(=O)c2c(C(=O)N3CCCCCC3)c(C)n(C)c2C)c1	2.2	-4	1	109	0	111	-1	-2	71
Cc1ccc(NC(=O)c2ccccc2O)cc1	-0.7	2	5	89	1	94	4	3	88
Oc1cccc(C=Nc2cccc3ccccc23)c1O	-3.7	24	66*	106	0	97	38*	-22	100
CC(C)Oc1ccc(C2CC(=O)N(c3ccccc3)C2=O)cc1 (stereo not given)	-2.3	0	-6	97	0	96	6	14	104
CCCNc1nc2c(c(=O)[nH]c(=O)n2C)n1CCC(C)C	-0.8	2	-4	107	0	102	5	8	109
O=C(NCC(F)(F)F)c1ccc(S(=O)(=O)Nc2ccccc2N2CCCC2)cc1	.	-10	.	106	89*	101	.	-2	83
COc1ccc(C(=O)NCCNc2nc3ccc(C)cc3cc2C#N)cc1OC	-1.4	3	5	111	3	108	14	-33	99
CS(=O)(=O)N1CCN(c2ccccc2NC(=O)C(c2ccccc2)c2ccccc2)CC1	0.0	4	8	107	1	.	12	1	84
CCc1cc(N2CCOCC2)cc2c1[nH]c1ccccc12	.	1	32	92	0	90	8	6	93
O=C(CSc1nnc(-c2cccnc2)n1-c1ccccc1)NCc1ccc2c(c1)OCO2	1.7	-1	9	97	1	106	2	2	105
O=C(NC(=S)Nc1ccc(Br)cc1)C1CCC1	-1.7	-2	7	93	3	110	2	13	92
CCCCCc1nnc(NC(=O)Cn2cnc3ccccc3c2=O)s1	-1.7	2	0	98	1	108	3	6	92
